CXCR6 inh: inhibitors of human CXCR6 receptor. O00574. 0.36% of 360,000 active. inhibition, % at 20 µM. CHO-K1 PathHunter CXCR6 beta-arrestin, luminescence; in the data active means inhibition above about 34%, passing the limit was not always enough;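 further: antagonist mode with CXCL16 agonist at 10 nM final; 0% = 10 nM CXCL16 with DMSO and 100% = unstimulated wells without agonist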
MPTP block: inhibitors of mitochondrial permeability transition pore; inhibition, % at 10 µM; AID 602449; 1.4% of 360,000 active; isolated mouse mitochondria, Ca2+ swelling absorbance, 30 min;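 active means inhibition of 50% or more, scaled per plate between neutral and stimulator controls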;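 further: 0% = DMSO wells given calcium and 100% = 1 mM EGTA wells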
APOBEC3A inh: blocks human APOBEC3A ssDNA deamination | P31941 | recombinant A3A, FAM/TAMRA ssDNA deamination fluorescence | inhibition, % at 20 µM | 0.41% of 330,000 active | AID 493011;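 active means at least 40% inhibition at 20 µM here, with at most 30% in a related deaminase screen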;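 further: plate controls were A3A with DMSO for no effect and wells lacking A3A enzyme for full effect; some results filed as inactive read as strong as hits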
Target sequence (P31941 whole entry, looked up): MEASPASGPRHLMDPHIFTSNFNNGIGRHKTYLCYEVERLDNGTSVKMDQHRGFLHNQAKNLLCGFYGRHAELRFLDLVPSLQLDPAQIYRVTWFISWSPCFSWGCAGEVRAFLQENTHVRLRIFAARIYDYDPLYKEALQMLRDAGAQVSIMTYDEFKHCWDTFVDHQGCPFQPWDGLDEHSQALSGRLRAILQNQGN
A3G deaminase: inhibitors of human APOBEC3G DNA deaminase. Q9HC16. recombinant A3G, ssDNA deamination FAM/TAMRA fluorescence. inhibition, % at 20 µM. 0.28% of 330,000 active;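 active means inhibition of at least 40% at 20 µM, with no more than 30% in the related APOBEC3A deaminase screen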;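 further: plate controls were DMSO wells with A3G for no effect and wells lacking A3G enzyme for full effect; some compounds called inactive have numbers as strong as hits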
Target sequence (Q9HC16 whole entry, looked up): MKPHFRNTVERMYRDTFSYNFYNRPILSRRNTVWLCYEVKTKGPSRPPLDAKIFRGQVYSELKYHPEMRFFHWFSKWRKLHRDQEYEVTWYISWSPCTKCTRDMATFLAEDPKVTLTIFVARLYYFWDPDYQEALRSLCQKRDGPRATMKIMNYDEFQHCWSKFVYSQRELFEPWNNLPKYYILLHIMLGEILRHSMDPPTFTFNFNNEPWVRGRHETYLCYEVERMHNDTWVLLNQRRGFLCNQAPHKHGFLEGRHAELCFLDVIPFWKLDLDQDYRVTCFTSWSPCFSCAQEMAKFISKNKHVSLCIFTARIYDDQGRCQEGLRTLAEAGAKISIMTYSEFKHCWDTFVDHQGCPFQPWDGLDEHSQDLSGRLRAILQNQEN
EBI2 block: antagonists of human EBI2 receptor. EBI2 beta-arrestin recruitment, luminescence, 7a,25-OHC stimulated. inhibition, % at 5 µM. 0.81% of 360,000 active; in the data active means inhibition above about 38%;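 further: enzyme fragment complementation signal reports receptor beta-arrestin coupling in cells; 0% = agonist plus DMSO wells and 100% = wells without agonist; some results beyond the cut were filed as inactive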
Gli-Sufu antag: Gli-Sufu pathway antagonism. Sufu-KO-LIGHT fibroblasts, Gli luciferase reporter luminescence. inhibition, % at 5 µM. 0.74% of 340,000 active;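 active means inhibition above about 55%, limit read from the data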;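 further: 0% = DMSO-treated cells and 100% = wells with medium but no cells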
CCR6 antagonist: antagonists of human CCR6 receptor; CHO-K1 CCR6 PathHunter beta-arrestin, luminescence, CCL20-stimulated; inhibition, % at 20 µM; 0.49% of 340,000 active;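 active means compounds whose inhibition of the agonist-driven luminescence signal at 20 µM reaches about 50%, limit read from the data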;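 further: cells stimulated with CCL20 at 14 nM final; plate controls were DMSO with CCL20 for no effect and DMSO without agonist for full effect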
Target sequence (P51684 whole entry, looked up): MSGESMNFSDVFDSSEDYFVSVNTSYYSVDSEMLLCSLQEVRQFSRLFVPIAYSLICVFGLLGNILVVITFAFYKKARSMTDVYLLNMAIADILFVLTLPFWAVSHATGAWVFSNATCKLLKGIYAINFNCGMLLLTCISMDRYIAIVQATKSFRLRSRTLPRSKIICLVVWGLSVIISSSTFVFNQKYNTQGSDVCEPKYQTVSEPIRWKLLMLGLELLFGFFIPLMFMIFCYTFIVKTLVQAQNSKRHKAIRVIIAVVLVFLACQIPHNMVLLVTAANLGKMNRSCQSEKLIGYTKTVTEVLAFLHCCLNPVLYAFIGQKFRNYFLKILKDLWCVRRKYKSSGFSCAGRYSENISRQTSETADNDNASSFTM
GRIN3A LBD mod: NR3A (human) ligand-binding domain modulation; NR3A LBD differential scanning fluorimetry, Tm shift; 0% = protein alone, 100% = glycine-bound protein; Tm shift relative to glycine control, % at 25 µM; 2.5% of 340,000 active; AID 1259313;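 active means melting temperature shift of at least 10% of the positive control shift, at one fixed dose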
Active calls of the source: *.

Screening O=C1N=C(N2CCOCC2)S/C1=C\C=C/c1ccccc1 returned CXCR6 inh 1.9, MPTP block -0.6, APOBEC3A inh 5.0, A3G deaminase -0.8, EBI2 block 28.4, Gli-Sufu antag -68.5, CCR6 antagonist -7.5 and GRIN3A LBD mod 1.1.
`COc1ccccc1-n1c(SCC(=O)NC2CCS(=O)(=O)C2)nc2ccccc2c1=O` (centres undefined) gave CXCR6 inh -0.6, MPTP block -0.2, APOBEC3A inh -2.0, A3G deaminase -5.4, EBI2 block -10.2, Gli-Sufu antag 7.8, CCR6 antagonist 5.6 and GRIN3A LBD mod 0.4.
For COc1ccc(NC(=S)NNc2ccc([N+](=O)[O-])cc2S(=O)(=O)Nc2ccc(C)cc2C)cc1 the results were CXCR6 inh 49.2*, MPTP block 97.0*, APOBEC3A inh -1.1, A3G deaminase -5.2, EBI2 block 13.9, Gli-Sufu antag -10.8, CCR6 antagonist 77.2* and GRIN3A LBD mod 22.5*.
`O=c1c(/C=C(\O)c2ccccc2)nc2ccccc2n1-c1ccccc1` gave CXCR6 inh 6.7, MPTP block -0.2, APOBEC3A inh -3.3, A3G deaminase -4.3, EBI2 block 11.8, Gli-Sufu antag -20.3, CCR6 antagonist 11.3 and GRIN3A LBD mod 0.1.
Cc1ccccc1-n1c(=O)c2ccccc2n2cnnc12 was read as CXCR6 inh -5.5, MPTP block 0.2, APOBEC3A inh -2.2, A3G deaminase -6.3, EBI2 block -3.0, Gli-Sufu antag 6.4, CCR6 antagonist -10.1 and GRIN3A LBD mod 1.1.
`Cc1cc(C(=O)Nc2ccc(S(=O)(=O)Nc3onc(C)c3C)cc2)c(C)o1` gave CXCR6 inh -0.9, MPTP block -3.3, APOBEC3A inh -1.4, A3G deaminase -7.3, EBI2 block -9.6, Gli-Sufu antag 1.3, CCR6 antagonist -8.7 and GRIN3A LBD mod -0.8.
`Cc1ccc(C(=O)N(CC(=O)NC2CCCCC2)c2ccccc2F)s1` gave CXCR6 inh -3.3, MPTP block 0.8, APOBEC3A inh -0.8, A3G deaminase -6.4, EBI2 block 1.3, Gli-Sufu antag -15.3, CCR6 antagonist 23.5 and GRIN3A LBD mod -3.4.
COc1ccc(-n2c(=O)c3c(C)c(C)sc3n(Cc3cccc(F)c3)c2=O)c(OC)c1 was read as CXCR6 inh 4.4, MPTP block 2.9, APOBEC3A inh 1.3, A3G deaminase -6.8, EBI2 block 18.1, Gli-Sufu antag 13.9, CCR6 antagonist 14.3 and GRIN3A LBD mod -0.9.
`CC(C)CC1(C(=O)NCc2ccccn2)C=CCN1C(=O)c1ccccc1` (centres undefined) gave CXCR6 inh 5.4, MPTP block 0.5, APOBEC3A inh 1.3, A3G deaminase 6.0, EBI2 block -4.5, Gli-Sufu antag -2.4, CCR6 antagonist 7.8 and GRIN3A LBD mod 0.5.
O=C(Nc1ccc(N2C(=O)C3C4C=CC(C4)C3C2=O)cc1Cl)c1cccs1 (centres undefined) was read as CXCR6 inh -9.9, MPTP block -1.1, APOBEC3A inh -1.2, A3G deaminase -11.0, EBI2 block -4.2, Gli-Sufu antag -12.4, CCR6 antagonist -5.8 and GRIN3A LBD mod 1.7.
Screening O=C(Nc1cc(-c2nn(CC(=O)N3CCCCC3)c(=O)c3ccccc23)ccc1N1CCOCC1)c1ccc(Cl)cc1 returned CXCR6 inh -0.1, MPTP block 4.0, APOBEC3A inh -0.3, A3G deaminase -5.2, EBI2 block 7.9, Gli-Sufu antag 11.2, CCR6 antagonist -15.6 and GRIN3A LBD mod -0.3.
For CNC(=O)CSc1nnc(-c2ccco2)n1-c1ccccc1 the results were CXCR6 inh 0.7, MPTP block 1.5, APOBEC3A inh 1.1, A3G deaminase -5.7, EBI2 block 7.9, Gli-Sufu antag 7.6, CCR6 antagonist -0.5 and GRIN3A LBD mod -1.5.
Cc1nc(C(=O)NC2CC2)sc1C1(C)CC(c2ccccc2)=NO1 (centres undefined) was read as CXCR6 inh 0.5, MPTP block 0.0, APOBEC3A inh -5.0, A3G deaminase -7.4, EBI2 block -9.0, Gli-Sufu antag -0.7, CCR6 antagonist 12.6 and GRIN3A LBD mod -0.8.
Screening O=C(O)CCNC(=O)c1ccccc1 returned CXCR6 inh 1.6, MPTP block -3.7, APOBEC3A inh 0.5, A3G deaminase -2.6, EBI2 block -4.4, Gli-Sufu antag 6.7, CCR6 antagonist -0.7 and GRIN3A LBD mod 0.6.
For O=C(Nc1ccc(Cl)cc1)N1CCN(Cc2ccc3c(c2)OCO3)CC1 the results were CXCR6 inh -6.5, MPTP block 1.0, APOBEC3A inh 5.8, A3G deaminase 3.6, EBI2 block 30.8, Gli-Sufu antag 12.9, CCR6 antagonist 5.3 and GRIN3A LBD mod -0.1.
COc1ccc(Cn2c(=O)[nH]c3cc(C(=O)NC4CCCC4)ccc3c2=O)cc1 was read as CXCR6 inh 7.9, MPTP block 4.8, APOBEC3A inh -1.1, A3G deaminase -1.5, EBI2 block -6.0, Gli-Sufu antag -0.7, CCR6 antagonist 21.0 and GRIN3A LBD mod 0.3.
Screening O=C(O)c1ccc(/C=C2\SC(=S)N(NC(=O)c3ccccc3)C2=O)cc1 returned CXCR6 inh 2.9, MPTP block -0.8, APOBEC3A inh -4.8, A3G deaminase -10.7, EBI2 block 0.7, Gli-Sufu antag 5.9, CCR6 antagonist 16.9 and GRIN3A LBD mod 1.3.
For Cc1cc(C)c(NC(=O)c2c[nH]c(=S)n2-c2ccc(F)cc2)c(C)c1 the results were CXCR6 inh -2.1, MPTP block -0.5, APOBEC3A inh 0.7, A3G deaminase 4.3, EBI2 block -20.2, Gli-Sufu antag 1.6, CCR6 antagonist -7.9 and GRIN3A LBD mod 0.6.
`O=C(O)c1cccc(N=NN2CCOCC2)c1` gave CXCR6 inh -6.5, MPTP block -2.1, APOBEC3A inh -1.1, A3G deaminase -3.7, EBI2 block -1.0, Gli-Sufu antag -21.0, CCR6 antagonist -0.6 and GRIN3A LBD mod -0.8.
`CC(C)COc1ccc(C(=O)Nc2ccc(SC(F)F)cc2)cc1` gave CXCR6 inh 0.7, MPTP block 6.8, APOBEC3A inh -0.3, A3G deaminase -1.3, EBI2 block 17.6, Gli-Sufu antag -13.2, CCR6 antagonist -9.5 and GRIN3A LBD mod -1.7.
`Cc1ccccc1OCc1nnc(SCc2cc(=O)[nH]c3ccccc23)o1` gave CXCR6 inh -8.7, MPTP block -2.2, APOBEC3A inh -8.9, A3G deaminase -8.4, EBI2 block 8.3, Gli-Sufu antag 4.4, CCR6 antagonist 4.2 and GRIN3A LBD mod 0.1.
COc1ccc2c(C(=O)CN3CC(C)OC(C)C3)c[nH]c2c1 (centres undefined) was read as CXCR6 inh -2.6, MPTP block 0.2, APOBEC3A inh -3.1, A3G deaminase -3.4, EBI2 block 0.1, Gli-Sufu antag 0.8, CCR6 antagonist -3.5 and GRIN3A LBD mod -0.2.
For Cn1c(Cc2ccc3c(c2)OCO3)nnc1SCC(=O)NC(C)(C)C the results were CXCR6 inh -6.0, MPTP block -0.3, APOBEC3A inh 3.2, A3G deaminase -0.6, EBI2 block 6.7, Gli-Sufu antag -12.8, CCR6 antagonist 12.0 and GRIN3A LBD mod -0.7.
Screening COc1ccccc1N1CCN(C(=O)c2ccccc2SCC(=O)NCc2ccco2)CC1 returned CXCR6 inh 1.6, MPTP block -0.4, APOBEC3A inh -1.4, A3G deaminase -4.7, EBI2 block -4.1, Gli-Sufu antag 8.3, CCR6 antagonist 11.1 and GRIN3A LBD mod 0.4.
Cc1ccc(S(=O)(=O)N2CCCC2C(=O)Nc2nc3ccccc3s2)cc1 (centres undefined) was read as CXCR6 inh -4.5, MPTP block 0.7, APOBEC3A inh 7.2, A3G deaminase -0.4, EBI2 block -2.0, Gli-Sufu antag -6.5, CCR6 antagonist 13.7 and GRIN3A LBD mod -1.3.
COc1ccc(/C=N/N=C(\N)c2nonc2N)cc1 was read as CXCR6 inh -0.8, MPTP block -0.2, EBI2 block -5.8, Gli-Sufu antag -125.6, CCR6 antagonist 18.4 and GRIN3A LBD mod -17.1.
`O=C(c1ccccc1)c1ncc[nH]1` gave CXCR6 inh 1.1, MPTP block 1.2, APOBEC3A inh 9.8, A3G deaminase -0.6, EBI2 block 4.5, Gli-Sufu antag -14.8, CCR6 antagonist 3.9 and GRIN3A LBD mod -3.6.
`Cc1ccc(C)c(/C=N/Nc2nc3ccccc3c(=O)n2O)c1` gave CXCR6 inh -5.8, MPTP block 0.2, APOBEC3A inh -3.1, A3G deaminase 6.9, EBI2 block -2.3, Gli-Sufu antag -14.7, CCR6 antagonist 7.2 and GRIN3A LBD mod -0.6.
`O=C(NC(=S)NCc1cccnc1)c1ccccc1F` gave CXCR6 inh -2.1, MPTP block 1.5, APOBEC3A inh 0.5, A3G deaminase -3.4, EBI2 block 2.4, Gli-Sufu antag 15.0, CCR6 antagonist 4.1 and GRIN3A LBD mod -2.2.
For CN=C(Nc1ccc(Cl)cc1)c1ccc(C(F)(F)F)cc1 the results were CXCR6 inh 3.7, MPTP block -0.8, APOBEC3A inh -2.0, A3G deaminase -7.3, EBI2 block 12.1, Gli-Sufu antag 6.2, CCR6 antagonist 14.2 and GRIN3A LBD mod -1.1.
COc1ccc(CCCc2nnc(SCc3nc4ccccc4c(=O)[nH]3)n2C)cc1C was read as CXCR6 inh 8.1, MPTP block -1.1, APOBEC3A inh -3.1, A3G deaminase -4.5, EBI2 block 8.2, Gli-Sufu antag 7.6, CCR6 antagonist 10.1 and GRIN3A LBD mod -0.9.
O=S(=O)(c1ccc(Cl)cc1)N1CCC(c2nc3ccccc3[nH]2)CC1 was read as CXCR6 inh -8.6, MPTP block -1.8, APOBEC3A inh -3.7, A3G deaminase -14.4, EBI2 block -6.9, Gli-Sufu antag -6.5, CCR6 antagonist 6.3 and GRIN3A LBD mod 1.2.
For O=C(NN=Cc1ccccc1OC(F)F)c1cccc(S(=O)(=O)N2CCCC2)c1 the results were CXCR6 inh 2.3, MPTP block -1.3, APOBEC3A inh 0.5, A3G deaminase -2.3, EBI2 block -0.3, Gli-Sufu antag 9.6, CCR6 antagonist 5.3 and GRIN3A LBD mod 3.1.
For Cc1nn(CC(=O)N2CCCC2)c(=O)c2cc3cc(F)ccc3n12 the results were CXCR6 inh -1.1, MPTP block 0.3, APOBEC3A inh -6.3, A3G deaminase -6.4, EBI2 block 1.2, Gli-Sufu antag -7.2, CCR6 antagonist 6.4 and GRIN3A LBD mod -0.2.
Screening NC(=O)c1cccnc1 returned CXCR6 inh 4.7, MPTP block 0.0, APOBEC3A inh -3.4, A3G deaminase -6.3, EBI2 block -1.6, Gli-Sufu antag -7.5, CCR6 antagonist -5.5 and GRIN3A LBD mod -0.5.
Screening O=C(CN1CCC(N2CCCCC2)CC1)N1CCCc2ccccc21 returned CXCR6 inh -6.7, MPTP block 0.5, APOBEC3A inh -0.4, A3G deaminase -3.5, EBI2 block -4.4, Gli-Sufu antag 13.1, CCR6 antagonist 1.3 and GRIN3A LBD mod -4.3.
`Cc1ccc(Nc2ccc(C(N)=O)cc2[N+](=O)[O-])cc1` gave CXCR6 inh 11.8, MPTP block -1.5, APOBEC3A inh -2.6, A3G deaminase -3.0, EBI2 block 6.8, Gli-Sufu antag -5.0, CCR6 antagonist 20.2 and GRIN3A LBD mod -0.5.
C=CCn1c(SCC(=O)O)nnc1-c1ccccc1 was read as CXCR6 inh 3.5, MPTP block -1.9, APOBEC3A inh -1.2, A3G deaminase -5.4, EBI2 block 6.2, Gli-Sufu antag -8.6, CCR6 antagonist 12.1 and GRIN3A LBD mod -2.1.
For Cc1cccc(NC(=O)c2nc[nH]c2C(=O)NCCCCCCNC(=O)c2[nH]cnc2C(=O)Nc2cccc(C)c2)c1 the results were CXCR6 inh -2.2, MPTP block 2.1, APOBEC3A inh -5.4, A3G deaminase -6.6, EBI2 block -21.8, Gli-Sufu antag -3.4, CCR6 antagonist -7.7 and GRIN3A LBD mod 3.6.

Assay outcomes as filed in PubChem BioAssay.

Not a hit list. Share with any hit: about 5.8%.
